p53ts 32C tox: cytotoxicity in p53ts cells at permissive temperature; hit rate 0.93% among 130,000; H1299-p53A138V at 32C, ATP luminescence viability, 24 h; Potency, µM (highest dose often 46.1 µM), for inactives: at the highest dose activity change, negative = cytotoxicity, hits mostly cytotoxic;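 also: 0% = DMSO and -100% = full killing by reference compound; nearly all actives have a fitted effect of over 55% in size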
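H1299-p53 A138V cells (temperature-sensitive p53) exposed 24 h to up to 46 uM compound at 32C, where p53 is wild-type in conformation. Viability read as ATP luminescence and normalised to DMSO and 100 uM tamoxifen. AC50 fitted with the Hill equation.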
Imprint erasure: inducers of genomic imprint erasure in mouse ES cells; mouse ES Peg3-LacZ reporter, beta-gal luminescence, 40 h; Potency, µM (titrated, usually from 60.7 µM), inactives show at the top dose activity change, positive = activation, actives largely listed as activators; hit rate 0.02% among 110,000; AID 1948;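 also: 0% = negative control wells on the plate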
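Gelatin-coated wells received 300 freshly trypsinized female ES cells with a Peg3LacZ-Neo reporter on the maternal allele, then incubated 40 hours at 37C. BetaGlo was added for 5 minutes at room temperature before a single luminescence read.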
IkB signaling: suppresses IkB signaling in ABC-DLBCL reporter cells. ABC-DLBCL IkBa-CBG/CBR dual luciferase ratio, 4 h; response scale: scaled: untreated 0%, proteasome inhibitor 100%. Potency, µM (top dose mostly 57.1 µM), for inactives: at the top dose IkBa stabilization activation. hit rate 0.04% among 110,000. AID 445; active = well fitted curve in the direction sought with a large enough effect in the signal ratio, not every such curve was filed as active; inconclusive = small, poorly fitted or top-dose-only effect, or a change in a side signal; the % refers to the signal ratio;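 also: the direction sought is a rising ratio; 0% = basal untreated cells and 100% = reference inhibitor full response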
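In this assay, an IκBα–CBG68 fusion accumulates when IKK-driven degradation is blocked; native CBR normalizes for cell number. OCI-Ly3 cells were treated 4 h with compound and doxycycline, then green and red light read after Chroma-Glo addition.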
p53ts 39C kill: cytotoxicity in p53ts cells at nonpermissive temperature | hit rate 1.5% among 130,000 | Potency, µM (titrated, usually from 46.1 µM), for inactives: top-dose activity change, negative = cell killing, usual class: cytotoxic | H1299-p53A138V viability at 39C, ATP luminescence, 24 h | AID 902; also: nearly all actives have a fitted effect of over 55% in size
* marks the source's active call; other numbers are inactive results; ? = inconclusive; . = no result given; [ ] = dose if it differs, or a comment. Unless noted, calls follow the shape of the dose curve; as a rule, active = well fitted curve in the direction sought with a large enough effect; inconclusive = small, poorly fitted or top-dose-only effect, or another doubt; inactive = no such curve, though single readings can be large; an effect the other way counts as inactive or inconclusive. Unless noted, % is scaled to controls: 0 for no effect and ±100 for the full control effect; potency is read from the fitted curve at half-maximal effect. Hits appear at their usual frequency; about 1.7% have a hit in one of these screens.

Preview (13 entries):
SMILES	p53ts 32C tox	Imprint erasure	IkB signaling	p53ts 39C kill
COc1cccc(CNC(=O)CCC(=O)N2CC(C)Sc3ccccc32)c1 (stereo unspecified)	7%	-8%[10.9 µM]	1.2%	-17%
O=C(CCn1nc(-c2ccc(Cl)cc2)ccc1=O)N1CCOCC1	-10%	12%	1.1%	-10%
Cn1c(CCCCCN)nc2ccccc21	2%	-20%	5.5%	-8%
CC(C)(C)n1ncc2c(=O)n(CC(=O)c3ccc(Cl)cc3)cnc21	-1%	-14%	-1.0%	-16%
CCOC(=O)c1ccc(S(=O)(=O)N2CCN(CC3CC=CCC3)CC2)cc1 (stereo unspecified)	2%	-8%	1.3%	-13%
CCOC(=O)c1cc(NC(=O)Nc2ccc(OC)c(OC)c2)c(C)nc1C	17%	-11%	2.3%	2%
O=c1c(-c2cccc(Cl)c2)nc2cncnc2n1C1CC1	6%	2%	1.7%[11.4 µM]	-13%
Cc1nc(CN2CCCCC2)c(O)c(=O)[nH]1	-1%[9.22 µM]	-15%[10.9 µM]	1.0%[11.4 µM]	0%[9.22 µM]
CCc1nc(-c2cc3ccc(C)cc3[nH]c2=O)no1	?	-6%	-0.7%	-27%
CC(=O)N1CCc2cc(S(=O)(=O)NC(CC(C)C)C(=O)Nc3ccc4c(c3)OCCO4)ccc21 (stereo unspecified)	9%	-1%	-0.4%	3%
O=C(CCOc1ccccc1)NCc1ccccc1	-18%	-4%	-0.7%	0%
O=C(Nc1ccc(F)cc1F)C1CCCN1S(=O)(=O)c1cccc2nsnc12 (stereo unspecified)	1%	-8%[10.9 µM]	-3.1%	3%
OCn1ncn(-c2ccccc2)c1=S	2%	-3%	-0.7%	5%

The list itself, from the start:
SMILES	p53ts 32C tox	Imprint erasure	IkB signaling	p53ts 39C kill
COc1cccc(CNC(=O)CCC(=O)N2CC(C)Sc3ccccc32)c1 (stereo unspecified)	7%	-8%[10.9 µM]	1.2%	-17%
O=C(CCn1nc(-c2ccc(Cl)cc2)ccc1=O)N1CCOCC1	-10%	12%	1.1%	-10%
Cn1c(CCCCCN)nc2ccccc21	2%	-20%	5.5%	-8%
CC(C)(C)n1ncc2c(=O)n(CC(=O)c3ccc(Cl)cc3)cnc21	-1%	-14%	-1.0%	-16%
CCOC(=O)c1ccc(S(=O)(=O)N2CCN(CC3CC=CCC3)CC2)cc1 (stereo unspecified)	2%	-8%	1.3%	-13%
CCOC(=O)c1cc(NC(=O)Nc2ccc(OC)c(OC)c2)c(C)nc1C	17%	-11%	2.3%	2%
O=c1c(-c2cccc(Cl)c2)nc2cncnc2n1C1CC1	6%	2%	1.7%[11.4 µM]	-13%
Cc1nc(CN2CCCCC2)c(O)c(=O)[nH]1	-1%[9.22 µM]	-15%[10.9 µM]	1.0%[11.4 µM]	0%[9.22 µM]
CCc1nc(-c2cc3ccc(C)cc3[nH]c2=O)no1	?	-6%	-0.7%	-27%
CC(=O)N1CCc2cc(S(=O)(=O)NC(CC(C)C)C(=O)Nc3ccc4c(c3)OCCO4)ccc21 (stereo unspecified)	9%	-1%	-0.4%	3%
O=C(CCOc1ccccc1)NCc1ccccc1	-18%	-4%	-0.7%	0%
O=C(Nc1ccc(F)cc1F)C1CCCN1S(=O)(=O)c1cccc2nsnc12 (stereo unspecified)	1%	-8%[10.9 µM]	-3.1%	3%
OCn1ncn(-c2ccccc2)c1=S	2%	-3%	-0.7%	5%
COc1ccc(Oc2ncnc3c2oc2ccccc23)cc1	1%	-6%[10.9 µM]	-4.1%	-14%
CCCS(=O)(=O)Nc1c(C(=O)O)[nH]c2ccccc12	5%	-8%	-2.0%	2%
CCOC(=O)c1c(N)sc2c1CCC(C)C2 (stereo unspecified)	7%	1%	-1.2%	12%
O=S(=O)(Cc1ccccc1)NCc1cccnc1	-3%	-5%	0.6%	6%
O=C(CS(=O)(=O)Cc1ccccc1)Nc1nc2ccccc2s1	-1%	-5%	2.8%	-15%
COc1ccc(S(=O)(=O)N2CCCC(C(=O)NCc3ccncc3)C2)cc1 (stereo unspecified)	2%	4%	3.2%	10%
CC(=O)N1CCC2(CCCN(c3cccc(-c4ccccc4)c3)C2)CC1	6%	.	0.2%[11.4 µM]	-2%
COc1ccc2c(c1)c(=O)cc(C)n2CC(=O)NCc1ccco1	4%	-16%	-1.8%	6%
CC(C)Cc1ccc(C#N)c(SCC(N)=O)n1	2%	0%	-2.3%	19%
C[C@@H](CCc1ccc(O)cc1)NCCc1ccc(O)c(O)c1	13%	-25%	1.1%	7%
Cc1ccc(-c2cc3c(nn2)-c2ccccc2C3=O)cc1	0.5µM*	-95%[inhibitor]	?	0.4µM*
COc1ccc(CCNC(=O)c2cnccn2)cc1	-15%	-20%	1.3%	0%
SMILES	p53ts 32C tox	Imprint erasure	IkB signaling	p53ts 39C kill
O=C(O)CP(=O)(c1ccccc1)c1ccccc1	5%	-6%	1.4%	4%
COc1ccc(COC(=O)N/N=C2/C[C@@H](O)[C@@H](O)[C@@H]3[C@@H]4C(=O)N(c5cccc(Oc6ccccc6)c5)C(=O)[C@H]4CC[C@H]23)cc1	1%[9.22 µM]	.	.	-3%[9.22 µM]
Cc1ccsc1C1C2=C(CCCC2=O)Nc2ncnn21 (stereo unspecified)	1%	-12%	-3.7%	9%
CC(=O)c1ccc(NC(=O)c2ncn(-c3ccccc3)n2)cc1	-9%	-18%[10.9 µM]	-3.2%	-20%
COc1ccc(OC)c(S(=O)(=O)NCCS(=O)(=O)N2CCN(c3ccccc3F)CC2)c1	10%	-9%[10.9 µM]	2.0%	-1%
CC1Cc2ccccc2N1C(=O)COC(=O)C1=COCCO1 (stereo unspecified)	1%	-4%	2.2%	-8%
COc1cc(C)cc(OC)c1/C=C\C(=O)O	-3%[9.22 µM]	-6%[10.9 µM]	0.3%[11.4 µM]	1%[9.22 µM]
O=C(CSc1oc(-c2ccccc2)nc1S(=O)(=O)c1ccc(Br)cc1)c1ccccc1	11%	-13%[10.9 µM]	-2.1%	24%
CC(C)c1ccc(NC(=O)Cc2ccc(NC(=O)N3CCCCc4ccccc43)cc2)cc1	8%	5%[10.9 µM]	?	-23%
Cc1oc(C)c(C(=O)NCCCC(=O)O)c1C(=O)NCCCC(=O)O	-5%	4%	-0.6%	0%
COc1ccc(CC(=O)OCc2cc3cccc(C)c3[nH]c2=O)cc1	-8%	-14%	2.4%	-3%
Cc1ccc(-n2nnnc2SCCNS(=O)(=O)c2ccccc2)cc1C	9%	20%	?	5%
CC(=O)c1ccc(NS(=O)(=O)c2ccc(-c3cc(C)no3)s2)cc1	14%	8%[10.9 µM]	2.1%	-7%
CCc1ccccc1NC(=O)CSc1nc(-c2cccc(Cl)c2)nc2c1Cc1c(CO)cnc(C)c1O2	5%	-10%[10.9 µM]	-0.8%	-13%
O=C(Cn1cccc1C(=O)c1ccccc1)NCc1ccc(Cl)cc1	-5%	-5%[10.9 µM]	2.5%	3%
c1ccc(-n2nnnc2Oc2cccc3cccnc23)cc1	0%	-10%	23%	15%
CCCSc1ncc(Cl)c(C(=O)Nc2ccc(S(=O)(=O)N3CCCC(C)C3)cc2)n1 (stereo unspecified)	2%	-7%[10.9 µM]	?	-2%
CC(=O)NC(C)C(=O)OCC(=O)Nc1ccc(Br)cc1 (stereo unspecified)	11%	4%	0.9%	0%
Cc1ccc(N(C(=O)Nc2ccccc2)C2=NCC(C)S2)cc1 (stereo unspecified)	-22%	-40%[inhibitor]	2.0%	2%
CC(=O)N1C(c2ccccc2)CC(=O)OC1c1ccc2c(c1)OCO2 (stereo unspecified)	6%	-4%	-0.7%	8%
CCC(C)(C)NC(=O)CN(CC1CCCO1)C(=O)CCC(=O)Nc1nccs1 (stereo unspecified)	-2%	-9%	0.3%	0%
Cc1cccc(NC(=O)CC2SC(=NC3CCCCC3)NC2=O)c1 (stereo unspecified)	-3%	-16%	2.7%	-21%
O=C(Cn1c(SCC(=O)Nc2ccc(F)cc2)nc2ccccc21)NCc1ccc(Cl)cc1	?	-5%[10.9 µM]	?	?
CCn1c(SCC(=O)Nc2cccc(Cl)c2)nnc1-c1nonc1NC(C)=O	4%	-11%[10.9 µM]	?	-16%
Cc1c(Cl)cccc1NC(=O)COC(=O)CCc1nc2ccccc2n1-c1ccccc1	31%[activator]	.	.	16%
SMILES	p53ts 32C tox	Imprint erasure	IkB signaling	p53ts 39C kill
CC(=O)Nc1ccc(NC(=O)Cn2c(CC(=O)N3CCCC3)nc3ccccc32)cc1	-9%	?	2.9%	4%
CN(C)c1ccc(C(CNS(=O)(=O)c2cc(F)ccc2F)N2CCOCC2)cc1 (stereo unspecified)	8%	8%[10.9 µM]	0.5%	11%
CCN(CC)C(=O)c1sc2c(c1C)c(=O)n(-c1ccc(OC)cc1OC)c(=O)n2Cc1cc(C)ccc1C	22%	-14%[10.9 µM]	-1.1%	-8%
CCO/C(C)=C1\C(=O)N(CC)c2ccccc21	-7%	-16%	-5.1%	1%
CC(NCC1(N2CCOCC2)CCCCC1)C(=O)N1CCc2ccccc21 (stereo unspecified)	-2%	-12%	0.4%	-1%
COc1ccc(-c2nnc3ccc(SCC(=O)N4CCCCCC4)nn23)cc1OC	9%	3%	6.7%	9%
COc1ccc(Cn2c(=O)n(-c3ccccc3C)c(=O)c3c4c(sc32)CN(C(C)=O)CC4)cc1	-1%	-9%[10.9 µM]	13%	-18%
O=C(CN1CCN(Cc2ccccc2F)C1=O)NCc1ccccc1	-1%	7%[10.9 µM]	0.5%	-30%
O=C(Cn1c(=O)oc2cc(S(=O)(=O)NCc3ccccc3)ccc21)N(CCO)Cc1ccccc1	-1%	-15%[10.9 µM]	?	-9%
CCN(C(=O)c1c(C)oc2ncnc(N3CCCCC3)c12)c1cc(C)ccc1C	-6%	-6%[10.9 µM]	?	7%
COc1cc(NC2=CC(=O)CC(C)(C)C2)cc(OC)c1	-1%	-9%	0.7%	6%
CCN(CC)CCN1C(=O)c2oc3ccccc3c(=O)c2C1c1ccc(C)cc1 (stereo unspecified)	-1%	-15%	-1.4%	1%
Cc1nn(Cc2ccc(Cl)c(Cl)c2)c(C)c1NC(=O)c1cc(CC(C)C)on1	95%[activator]	-15%	?	35%[activator]
O=C(Nc1nnc(CCc2ccccc2)s1)C1CCCO1 (stereo unspecified)	-2%	-4%	2.2%	4%
Cn1nnc(NCc2cc(Br)ccc2OCc2cccs2)n1	-3%	-17%	-0.5%	-2%
CC(=O)N1CCc2cc(S(=O)(=O)CCC(=O)O)ccc21	-8%	-6%	-2.4%	-8%
O=c1c(O)c(-c2cccs2)oc2ccccc12	4%	-16%	?	-13%
COc1ccc(Cl)cc1NC(=O)c1cc2ccccn2n1	-6%	-4%[10.9 µM]	0.4%	-4%
Cc1cc(OCC(=O)Nc2ccc(-c3nc4cc(Cl)ccc4o3)cc2)cc(C)c1Cl	1%	-9%[10.9 µM]	-1.2%	15%
CCOc1ccccc1N(CC(=O)NC1CCCC1)C(=O)CCCC(=O)Nc1ccccn1	10%	-12%	2.0%	9%
CC(C)(C)c1ccccc1NC(=O)c1cnn2c(C(F)F)cc(-c3ccccc3)nc12	13%	10%[10.9 µM]	2.5%	13%
CCOC(=O)C1CCN(C(=O)c2cc(OCC)c(OCC)c(OCC)c2)CC1	0%	-3%	2.6%	18%
COc1ccc(N2CCN(Cc3cc(=O)oc4cc(-c5ccccc5)c(O)cc34)CC2)cc1	-6%	-1%	4.6%	-10%
CC(C)Cn1c(C2CC(=O)N(c3ccccc3Cl)C2)nc2ccccc21 (stereo unspecified)	9%	-9%[10.9 µM]	1.7%	9%
COc1ccc(N2CCN(C(=O)c3ccc(S(=O)(=O)N4CCOCC4)cc3)CC2)cc1	-3%	-11%	3.7%	-1%
CCOC(=O)c1c(C)oc2ncnc(Nc3cc(C)cc(C)c3)c12	-5%	-1%[10.9 µM]	-3.1%	12%
O=C(Nn1cnc2ccccc2c1=O)c1ccc(F)cc1Cl	-22%	-8%	-0.2%	-24%
O=C(Nc1ccc2c(c1)OCO2)N1CCOCC1	0%	14%	-1.2%	6%
CCOc1ccc2c(c1)cc(CN(C(=O)CC)C1CCCCC1)c1nnnn12	-5%	-4%	-1.3%	-7%
